High-throughput results deposited in PubChem by National Center for Advancing Translational Sciences (NCATS).
HP1b binding inh = inhibitors of HP1-beta chromodomain binding to methylated histone tails; AlphaScreen HP1-beta / biotin-H3K9me3 peptide binding; Potency, µM (titrated, usually from 114 µM), without a hit: top-dose activity change, negative = inhibition, usual class: inhibitors; 390,000 compounds, 0.56% hits; AID 540317; further: potency means the concentration at half of the fitted maximal effect; nearly all actives have a fitted effect of over 70% in size; inactives centre near 23
Target sequence (P83916 whole entry, looked up): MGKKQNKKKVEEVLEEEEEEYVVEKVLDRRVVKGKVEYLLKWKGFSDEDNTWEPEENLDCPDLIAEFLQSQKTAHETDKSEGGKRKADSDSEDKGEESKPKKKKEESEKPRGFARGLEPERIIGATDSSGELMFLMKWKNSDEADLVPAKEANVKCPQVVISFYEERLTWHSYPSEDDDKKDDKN
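AlphaScreen: HP1-beta (50 nM) preformed 30 min with biotin-H3(1-18)K9me3 peptide (50 nM) in PBS pH 7.4, 0.01% Tween-20. Compound added for 30 min at RT, then streptavidin donor/nickel chelate acceptor beads (10 ug/mL) for 30 min.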
IDH1 R132H inh = human IDH1 R132H inhibition; O75874; IDH1-R132H enzyme, NADPH consumption, diaphorase/resazurin fluorescence; Potency, µM (doses to about 76.6 µM), without a hit: at the highest dose activity change, negative = inhibition, actives largely listed as inhibitors; 390,000 compounds, 0.093% hits; AID 602179; further: potency means the concentration at half of the fitted maximal effect; on the % scale 0 is the no-effect control and ±100 the full control effect; nearly all actives have a fitted effect of over 65% in size
Target sequence (O75874 whole entry R132H, stated change not applied): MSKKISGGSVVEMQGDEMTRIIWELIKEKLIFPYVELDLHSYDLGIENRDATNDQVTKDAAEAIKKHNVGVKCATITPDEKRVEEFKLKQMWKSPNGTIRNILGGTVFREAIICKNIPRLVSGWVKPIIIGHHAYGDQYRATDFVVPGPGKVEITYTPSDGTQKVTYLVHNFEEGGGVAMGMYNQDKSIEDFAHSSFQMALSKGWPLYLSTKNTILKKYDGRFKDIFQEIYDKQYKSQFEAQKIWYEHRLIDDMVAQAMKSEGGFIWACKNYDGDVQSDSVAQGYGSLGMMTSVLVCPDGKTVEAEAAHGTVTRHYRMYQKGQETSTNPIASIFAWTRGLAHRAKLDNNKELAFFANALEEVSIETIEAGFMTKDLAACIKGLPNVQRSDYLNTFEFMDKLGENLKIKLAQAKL
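IDH1-R132H (0.5 ug/mL) preincubated 30 min with compound, then NADPH (0.016 mM) and alpha-KG (2 mM) added; 80 min at RT, pH 7.5. Remaining NADPH coupled via diaphorase/resazurin to fluorescence (540/590 nm); concentration-response curves normalized to no-enzyme control.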
rTrxR1 inhibitor = blocks rat thioredoxin reductase 1 | recombinant rTrxR1, NADPH fluorescence consumption, selenite substrate | Potency, µM (series often up to 114 µM), inactives show top-dose activity change, negative = inhibition, hits mostly inhibitors | 390,000 compounds, 1% hits | AID 588453; further: potency means the concentration at half of the fitted maximal effect; on the % scale 0 is the no-effect control and ±100 the full control effect; nearly all actives have a fitted effect of over 65% in size
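Rat TrxR1 (90 nM in the dispensed reagent) was pre-reduced with 400 uM NADPH for 5 min at room temperature, then incubated with compound for 15 min. After 400 uM selenite was added, NADPH fluorescence (Ex 340/Em 450 nm) was followed for 8 min.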
PGK inhibitor = inhibitors of T. brucei phosphoglycerate kinase | 380,000 compounds, 0.043% hits | Potency, µM (titrated, usually from 57.5 µM), for the others: at the highest dose activity change, negative = inhibition, hits mostly inhibitors | AID 602233 | PGK/GAPDH coupled, Kinase-Glo luminescence, 60 min; further: potency means the concentration at half of the fitted maximal effect; on the % scale 0 is the no-effect control and ±100 the full control effect; nearly all actives have a fitted effect of over 60% in size
Target sequence (P07378 whole entry, looked up): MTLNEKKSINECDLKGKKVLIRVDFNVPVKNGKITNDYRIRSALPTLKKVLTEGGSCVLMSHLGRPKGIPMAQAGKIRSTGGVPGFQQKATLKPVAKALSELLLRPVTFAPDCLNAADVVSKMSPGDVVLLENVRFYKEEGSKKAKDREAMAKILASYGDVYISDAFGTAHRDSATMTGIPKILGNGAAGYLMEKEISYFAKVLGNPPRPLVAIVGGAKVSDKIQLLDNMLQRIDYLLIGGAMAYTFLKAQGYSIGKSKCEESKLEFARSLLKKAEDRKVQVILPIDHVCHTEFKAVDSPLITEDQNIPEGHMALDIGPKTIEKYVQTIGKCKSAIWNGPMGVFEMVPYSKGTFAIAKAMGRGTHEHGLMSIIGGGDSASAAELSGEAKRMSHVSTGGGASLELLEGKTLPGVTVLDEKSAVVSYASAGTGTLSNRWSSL
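Recombinant glycosomal PGK reaction used 1,3-bisphosphoglycerate generated in-well by GAPDH (100nM final) in 100mM TEA pH 7.6, 5mM MgCl2, 0.01% Tween-20. After 60 minutes at room temperature, ATP was read by Kinase-Glo Plus luminescence end-point.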
USP1 inh = inhibitors of human USP1/UAF1 deubiquitinase | Potency, µM (top dose mostly 57.1 µM), inactives show at the highest dose activity change, negative = inhibition, usual class: inhibitors | 390,000 compounds, 0.23% hits | recombinant USP1/UAF1, Ub-Rhodamine cleavage fluorescence; further: potency means the concentration at half of the fitted maximal effect; on the % scale 0 is the no-effect control and ±100 the full control effect; nearly all actives have a fitted effect of over 60% in size; inactives centre near -12
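USP1/UAF1 complex at 1 nM was preincubated with compound for 15 min at room temperature, then Ub-Rho substrate (150nM final) was added. Fluorescence (480/540 nm) was read kinetically, 6 reads every 60 seconds.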
GLS inhibitor = blocks human kidney-isoform glutaminase activity; O94925; GLS enzymatic activity, qHTS titration; Potency, µM (highest dose often 45.5 µM), for the others: at the highest dose activity change, negative = inhibition, hits mostly inhibitors; 410,000 compounds, 0.21% hits; further: potency means the concentration at half of the fitted maximal effect; on the % scale 0 is the no-effect control and ±100 the full control effect
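hKGA in 45 mM KH2PO4 (pH 8.2), 0.02% Tween-20 with compound, then 1mM L-Glutamine (stock as added) plus glutamate oxidase/HRP/Amplex red coupling mix. Fluorescence read initially and after 30 min at RT; signal change reflects glutamate formation.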
TrxR1 substrate = rat thioredoxin reductase 1 substrate activity | O89049 | purified TrxR1 substrate turnover, NADPH consumption readout | Potency, µM (highest dose often 114 µM), for the others: at the highest dose activity change, negative = substrate turnover | 390,000 compounds, 0.01% hits | AID 588456; further: potency means the concentration at half of the fitted maximal effect; on the % scale 0 is the no-effect control and ±100 the full control effect; nearly all actives have a fitted effect of over 50% in size
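Rat TrxR1, dispensed at 90 nM, was prereduced with 400 uM NADPH (final) for 5 min at ~22 deg C, then incubated with compound 15 min before 400 uM selenite. A first-read NADPH fluorescence drop versus no-compound background flagged substrates.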
Pin1 inhibitor = blocks the human prolyl isomerase Pin1. AID 504891. Potency, µM (doses to about 115 µM), inactives show top-dose activity, negative = inhibition, usual class: inhibitors. 390,000 compounds, 0.009% hits. Pin1 FP peptide displacement, HiFluor488, 10 min. Q13526; active means well fitted inhibition curve with a large enough effect in the polarisation, with a control signal flat, not every such curve was filed as active; inconclusive means small, poorly fitted or top-dose-only effect, or effect the other way, or a change in a side signal; inactive means no such curve, though single readings can be large or run the other way; the % refers to the polarisation; further: potency means the concentration at half of the fitted maximal effect; on the % scale 0 is the no-effect control and ±100 the full control effect
PI4K2A inh = inhibitors of human PI4K2A | purified PI4K2A, ADP-Glo luminescence, 1 h; hits give low values | activity change, negative = inhibition, % at 76.9 µM | 420,000 compounds, 0.13% hits | AID 1346378; in the data active means activity change below about -50%; inconclusive means mostly about -30% to -49%;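 further: -100% = wells without enzyme as full effect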
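PI4K2A activity was measured by ADP-Glo luminescence: enzyme (4 ug/mL stock) and phosphatidylinositol (1.2 mM stock) in Tris pH 7.5/MgCl2/EGTA/Triton X-100 buffer were reacted with ATP (300 microM stock) for one hour at ambient temperature.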
* marks the source's active call; other numbers are inactive results; i = inactive; u = inconclusive; x = no result given; [ ] = another dose, or the depositor's remark. Unless noted, the call rests on the fitted dose curve; in most records, active means well fitted curve in the direction sought with a large enough effect; inconclusive means small, poorly fitted or top-dose-only effect, or another doubt; inactive means no such curve, though single readings can be large; an effect the other way counts as inactive or inconclusive. Not all compounds are listed (hit frequency here may not be typical).

1	CC(C)c1nc(CNC(=O)C2CCC(=O)N(CCc3cccc(F)c3)C2)cs1 (configuration not stated)
2	COc1ccc2c(COC(=O)[C@H](C)NS(=O)(=O)c3ccccc3F)cc(=O)oc2c1
3	CCc1sc(-c2cc3cccc(OC)c3oc2=O)nc1-c1ccccc1
4	O=C(NC1CCCc2ccccc21)C1CCC(CNS(=O)(=O)c2cccc3nsnc23)CC1 (configuration not stated)
5	O=C(NCc1ccccc1Cl)C1CCN(S(=O)(=O)c2ccc3c(c2)CCCN3C(=O)C2CCC2)CC1
6	CC1=C(C(=O)Nc2ccc(C)cc2C)C(c2cccs2)NC(=S)N1 (configuration not stated)
7	CCOc1ccccc1NC(=O)CSc1nnc(Cc2ccc(OC)cc2)c(=O)n1N
8	COc1ccc(C(=O)N2CCCC(c3nc(-c4cccs4)no3)C2)cc1 (configuration not stated)
9	Cc1ccc(S(=O)(=O)N2CCC[C@H]2C(=O)OCC(=O)c2ccc3c(c2)NC(=O)CO3)cc1
10	O=C(CCc1nc2ccccc2c(=O)[nH]1)N1CCCc2ccccc21
entry no. | 1 | 2 | 3 | 4 | 5 | 6 | 7 | 8 | 9 | 10
HP1b binding inh | 27% | 4% | 32%[57 µM] | 47%[activator] | 22%[57 µM] | 29% | -3% | -8% | 3% | 4%
IDH1 R132H inh | -3% | 0% | x | -18% | 24% | 10% | 3% | 9% | 0% | 3%
rTrxR1 inhibitor | 13% | 18%[57.1 µM] | 21% | 18% | 14%[57.1 µM] | -18%[57.1 µM] | 7% | -16% | -20% | 2%
PGK inhibitor | -6% | -5% | x | -3% | 0% | -4% | -1% | -3% | 0% | -6%
USP1 inh | -14% | -16% | x | -1% | -1% | -5% | -19% | -7% | -14% | -10%
GLS inhibitor | -2% | 11% | x | 7% | 15% | 1% | 0% | 2% | 2% | u
TrxR1 substrate | 8% | 82%[activator][57.1 µM] | 10% | 1% | 3%[57.1 µM] | 5%[57.1 µM] | -1% | 17% | -19% | 1%
Pin1 inhibitor | 1% | 5% | 3% | -10% | 33%[activator] | 7% | 4% | 0% | 1% | u
PI4K2A inh | 1 | -1 | x | -6 | 2 | 4 | -1 | -2 | -5 | -1

11	CCOc1ccc(S(=O)(=O)NCCC(=O)N2CC=C(c3ccccc3)CC2)cc1
12	C/C(=C\C(=O)Nc1cscc1C)C(=O)O
13	COc1ccc(C(C(=O)NC(C)(C)C)N(CC2CCCO2)C(=O)CCC(=O)Nc2cc(C)on2)cc1 (configuration not stated)
14	Cc1ccc(-c2cnc3n2CCCCC3)cc1
15	Cc1ccccc1CSCCNS(C)(=O)=O
16	CCCCn1c(N)c(N(Cc2ccccc2OC)C(=O)CC2OC(=O)c3ccccc32)c(=O)[nH]c1=O (configuration not stated)
17	Cc1ccc(Cn2c(=O)n(Cc3ccc(C(=O)NC4CCN(Cc5ccccc5)CC4)cc3)c(=O)c3ccccc32)cc1
18	CC(=O)N1CCOc2ccc(S(=O)(=O)N3CCC(C(=O)Nc4ccc(C)c(C)c4)CC3)cc21
19	COc1cnc(-c2ccccc2)nc1Oc1cccc(C)c1C
20	CC(C)(Cc1cccc(CC(C)(C)C(=O)O)c1)C(=O)O
entry no. | 11 | 12 | 13 | 14 | 15 | 16 | 17 | 18 | 19 | 20
HP1b binding inh | 28% | 22% | 14% | 16% | 11% | 16% | 7% | 54%[activator] | 118%[activator] | 62%[activator]
IDH1 R132H inh | 0% | -2% | 6% | 0% | 5% | 1% | -23% | -12% | 3% | 8%
rTrxR1 inhibitor | 4% | 14%[57.1 µM] | 9% | 10% | 18% | 3% | 21% | 7% | -9% | 32%[57.1 µM]
PGK inhibitor | 7% | -3% | -14% | -10% | -7% | -8% | -2% | -12% | -11% | 0%
USP1 inh | -4% | -20% | -16% | -13% | 2% | -8% | -1% | -15% | -17% | -30%
GLS inhibitor | 7% | 1% | -2% | -3% | 18% | -8% | -1% | -3% | 0% | -4%
TrxR1 substrate | -3% | 7% | 6% | 2% | 2% | -4% | 10% | -2% | -5%[57.1 µM] | 3%
Pin1 inhibitor | 7% | -21% | -2% | -5% | -11% | -4% | -6% | 1% | 2% | -7%
PI4K2A inh | 4 | -1 | -8 | -2 | -2 | -3 | 1 | 0 | -1 | -3

21	CCCc1nn2c(=O)cc(COc3cccc(NC(=O)c4ccco4)c3)nc2s1
22	O=C(O)c1cccc(NC(=O)c2cn(-c3ccccc3)nc2-c2cccc(Br)c2)c1
23	COc1cccc(NC(=O)c2cc(-c3cccnc3)nc3c(Cl)cccc23)c1
24	CCCCn1c(SCC(=O)Nc2cc(C)on2)nc2c1c(=O)n(C)c(=O)n2C
25	O=C(Cn1ccc(NC(=O)OCc2ccccc2)nc1=O)NCCCn1ccnc1
26	COc1cc(Cl)c(C)cc1NC(=O)CSc1nnc(-c2cccnc2)n1Cc1ccco1
27	CC(=O)OCc1c(C)cc(C)c(/C=C(/C#N)C(N)=O)c1C
28	Cc1ccccc1OCCOC(=O)c1nc2nccc(C)n2n1
29	CCc1ccccc1NC(=O)NC(C)c1ccc2c(c1)OCO2 (configuration not stated)
30	O=C(O)CSc1nnc(-c2cccc(S(=O)(=O)N3CCOCC3)c2)n1-c1cccc(Cl)c1
entry no. | 21 | 22 | 23 | 24 | 25 | 26 | 27 | 28 | 29 | 30
HP1b binding inh | 30% | 9% | 10% | 24% | 18% | 17% | 24% | 34% | 42%[activator] | 18%
IDH1 R132H inh | -1% | -9% | 3% | -2% | 0% | 3% | 9% | 1% | 10% | -1%
rTrxR1 inhibitor | -19% | 10%[57.1 µM] | 31% | 11% | 6%[57.1 µM] | u | 4%[57.1 µM] | 12% | -5% | 13%
PGK inhibitor | -3% | -2% | -5% | 3% | -8% | -5% | -1% | 6% | -1% | 2%
USP1 inh | -24% | -20% | -2% | -14% | -3% | -6% | -18% | -10% | -15% | -7%
GLS inhibitor | 1% | 0% | 5% | -3% | 3% | -6% | -6% | 6% | -1% | -20%
TrxR1 substrate | 4% | 7%[57.1 µM] | 14% | 2% | 7%[57.1 µM] | 0% | 2%[57.1 µM] | 7% | 8% | 7%
Pin1 inhibitor | 1% | x | 3% | -5% | 11% | -5% | 1% | 10% | 2% | -14%
PI4K2A inh | -5 | 14 | -3 | 2 | -4 | 2 | 3 | 2 | -2 | -1

31	CC1=C(c2ccc(C)c(C)c2)S(=O)(=O)N(Cc2ccc(C(=O)Nc3cc(F)ccc3F)cc2)C1=O
32	CC(=O)Nc1ccc(NC(=O)C(c2ccccc2)N2Cc3ccccc3C2=O)cc1 (configuration not stated)
33	COc1cccc(CN2CC(C(=O)NCCCc3ccc(C)cc3)CCC2=O)c1 (configuration not stated)
34	CCc1ccc(C(=O)c2cn(CC(=O)Nc3cc(F)ccc3F)c3nc(C)ccc3c2=O)cc1
35	N#CC1=C(N)N(c2ccccc2)C2=C(C(=O)CCC2)C1c1ccsc1 (configuration not stated)
36	COc1ccc(OCc2nc3ccc(S(=O)(=O)Nc4ccccc4Cl)cc3[nH]2)cc1
37	COc1ccc(-c2nc3n(c(=O)c2C#N)CCS3)cc1OC
38	CC(=O)Nc1ccc2c(c1)CCCC2=O
39	CCOC(=O)c1c(NC(=O)c2ccoc2C)sc2c1CCC2
40	Cc1ccn(-c2n[nH]c(C)c2[N+](=O)[O-])n1
41	O=C(CNc1ccc(F)cc1)N/N=C1\CCCc2ccccc21
42	CC(C)N=C1CC(C)(C)CC(=O)/C1=C(/O)CCCN1C(=O)c2ccccc2C1=O
entry no. | 31 | 32 | 33 | 34 | 35 | 36 | 37 | 38 | 39 | 40 | 41 | 42
HP1b binding inh | -5% | 22% | 69%[activator] | 35%[activator] | 20% | 0% | 32% | 36% | 32% | 6% | u | 13%
IDH1 R132H inh | x | -10% | -1% | -1% | -1% | 3% | 8% | 0% | 8% | -9% | 11% | -7%
rTrxR1 inhibitor | 22%[57.1 µM] | 8% | 21%[57.1 µM] | 1%[57.1 µM] | u | 9% | -2%[57.1 µM] | 6% | 8% | 1%[57.1 µM] | 12%[11.4 µM] | 24%
PGK inhibitor | x | 9% | i | -4% | 14% | -4% | -5% | i | -1% | 4% | -5% | x
USP1 inh | 19% | -17% | -19% | -18% | -9% | -13% | 6% | -25% | -1% | -4% | -10% | -24%
GLS inhibitor | 2% | -10% | 5% | 0% | 9% | -1% | -1% | 0% | -4% | 10% | 2% | -9%
TrxR1 substrate | 23%[57.1 µM] | -8% | 5%[57.1 µM] | 0%[57.1 µM] | 2%[57.1 µM] | -2% | -3%[57.1 µM] | -4% | 50%[activator] | 4%[57.1 µM] | 3%[11.4 µM] | 1%
Pin1 inhibitor | 3% | -1% | 0% | 22% | -2% | 24% | 18% | -5% | 16% | -3% | -1% | 2%
PI4K2A inh | 0 | -1 | -3 | -14 | -8 | -6 | -12 | 1 | 1 | -5 | -7 | 4
